Source: PubChem
D2 antagonist – HTS Assay for Allosteric Antagonists of the Human D2 Dopamine Receptor: Primary Screen for Antagonists | 340,000 compounds, 2% hits | HEK293 TREx D2 cells, calcium flux, dopamine EC80 | D(2) dopamine receptor (Homo sapiens), P14416 | AID 485344, 2010 | inhibition, % at 10 µM; in the data active means inhibition above about 30%; further: 0% is about no effect
Target sequence (P14416 whole entry, looked up): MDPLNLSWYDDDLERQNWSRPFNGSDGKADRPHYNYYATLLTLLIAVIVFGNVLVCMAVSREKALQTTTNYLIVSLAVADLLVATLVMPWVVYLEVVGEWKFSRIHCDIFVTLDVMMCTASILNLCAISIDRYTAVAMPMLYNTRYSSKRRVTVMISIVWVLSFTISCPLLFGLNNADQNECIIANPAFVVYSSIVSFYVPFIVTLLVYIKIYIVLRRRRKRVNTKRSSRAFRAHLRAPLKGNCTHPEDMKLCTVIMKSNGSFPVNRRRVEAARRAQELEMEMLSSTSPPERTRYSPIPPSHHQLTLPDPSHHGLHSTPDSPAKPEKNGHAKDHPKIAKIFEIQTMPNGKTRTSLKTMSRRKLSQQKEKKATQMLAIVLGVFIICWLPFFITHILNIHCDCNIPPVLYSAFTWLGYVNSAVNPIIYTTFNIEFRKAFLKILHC
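Measurement of antagonist activity uses fluorescent calcium dye in inducible HEK293 T-REx D2 cells: 10 s baseline, compound addition with 180 s read, EC80 dopamine addition with a further 180 s read.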
D2 ag – HTS Assay for Allosteric Agonists of the Human D2 Dopamine Receptor: Primary Screen for Agonists; HEK293 T-REx D2 cells, calcium flux agonist mode; activation, % at 2 µM; 340,000 compounds, 0.53% hits;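 active means activation over 3 SD above normal in the single-dose calcium agonist read, cut at about 30% in these data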; further: 0% is about no effect
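In this primary screen, compounds producing a positive calcium signal within 180 s of addition to tetracycline-induced, force-coupled HEK293 Trex D2 cells are flagged; cells are dye-loaded with a no-wash calcium kit beforehand.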
D2 PAM – HTS Assay for Positive Allosteric Modulators of the Human D2 Dopamine Receptor: Primary Screen for Potentiators. D(2) dopamine receptor (Homo sapiens), P14416. HEK293 T-REx D2, calcium flux, EC20 dopamine potentiation. potentiation, % at 10 µM. 340,000 compounds, 0.34% hits. AID 485347, 2010;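 active means potentiation over 3 SD above the plate norm, cut at about 30% in these data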; further: 0% is about no effect
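Potentiation of an EC20 dopamine calcium response is measured in a force-coupled, tetracycline-inducible Hek293 Trex D2 line. Compound-only kinetic reads over 180 s flag agonists before dopamine addition.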
TRHR PAM – qHTS for Small Molecule Agonists and Allosteric Enhancers of Human TRH Receptor: Primary Screen for Enhancers; 360,000 compounds, 0.66% hits; Thyrotropin-releasing hormone receptor (Homo sapiens), P34981; TRHR cells, fluo-8 calcium fluorescence, EC20 TRH enhancement; enhancement, % at 2 µM; in the data active means enhancement above about 30%; further: 0% is about no effect
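Enhancer read-out: after compound pinning and an initial kinetic agonist-mode read, an EC20 of TRH (10 nM final) was injected and fluo-8 calcium signal (Ex 480/Em 530) followed at 1 s/cycle for 100 cycles in TRHR-expressing cells.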
RXFP1 antagonist – qHTS Assay for Antagonists of the Relaxin Receptor RXFP1; Relaxin receptor 1 (Homo sapiens), Q9HBX9; HEK293-RXFP1, relaxin-stimulated cAMP HTRF, 30 min; active compounds read low; activity change, negative = inhibition, % at 57.5 µM; 350,000 compounds, 0.59% hits; AID 1259400, 2018;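 active means activity change of -60% or lower, but not beyond a set lower limit; inconclusive means change between -60% and -40%, or beyond the set limit; inactive means change above -40%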; further: on the % scale 0 is the no-effect control and ±100 the full control effect
TRHR ag – qHTS for Small Molecule Agonists and Allosteric Enhancers of Human TRH Receptor: Primary Screen for Agonists; Thyrotropin-releasing hormone receptor (Homo sapiens), P34981; TRHR cells, calcium flux fluo-8, FDSS agonist mode; activation, % at 2 µM; 360,000 compounds, 0.18% hits; AID 493084, 2011; further: 0% is about no effect
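TRHR-expressing cells loaded with fluo-8 calcium dye; 23 nL library compound pin-transferred, kinetic FDSS fluorescence (Ex 480/Em 530) recorded about 180 s for agonist-induced calcium release, before a 10 nM TRH EC20 addition for potentiator mode.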
D1 antag – Antagonist of Human D 1 Dopamine Receptor: qHTS; 360,000 compounds, 3.2% hits; AID 504652, 2011; activity change, negative = inhibition, % at 10 µM; D(1A) dopamine receptor (Homo sapiens), P21728; HEK293 TREx D1 cells, calcium flux, dopamine EC80; active compounds read low; in the data active means activity change below about -30%; further: on the % scale 0 is the no-effect control and ±100 the full control effect
Target sequence (P21728 whole entry, looked up): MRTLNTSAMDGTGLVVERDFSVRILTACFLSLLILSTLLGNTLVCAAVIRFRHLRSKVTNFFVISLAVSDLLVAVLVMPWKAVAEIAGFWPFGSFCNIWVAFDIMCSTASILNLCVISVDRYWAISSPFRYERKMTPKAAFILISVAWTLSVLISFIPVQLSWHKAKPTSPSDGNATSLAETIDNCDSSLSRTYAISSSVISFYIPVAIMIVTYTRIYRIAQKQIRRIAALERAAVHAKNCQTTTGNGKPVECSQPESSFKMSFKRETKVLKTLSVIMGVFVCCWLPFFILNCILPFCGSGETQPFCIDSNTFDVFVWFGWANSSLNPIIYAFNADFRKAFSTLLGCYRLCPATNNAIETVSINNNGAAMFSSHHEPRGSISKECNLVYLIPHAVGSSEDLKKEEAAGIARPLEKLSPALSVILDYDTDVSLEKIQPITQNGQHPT
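Allosteric or orthosteric antagonism assessed as attenuation of the calcium response to EC80 dopamine, added 180 s after compound, in induced HEK293 Trex D1 cells loaded with no-wash calcium dye.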
D1 PAM – Potentiators of Human D1 Dopamine Receptor: qHTS | D(1A) dopamine receptor (Homo sapiens), P21728 | HEK293 TREx D1 cells, calcium flux, dopamine EC20 potentiation | potentiation, % at 10 µM | 360,000 compounds, 0.036% hits; in the data active means potentiation above about 30%; further: 0% is about no effect
D1 ag – Allosteric Agonists of the Human D1 Dopamine Receptor: qHTS | D(1A) dopamine receptor (Homo sapiens), P21728 | HEK293 T-REx D1 cells, calcium flux, agonist mode | activation, % at 2 µM | 360,000 compounds, 1% hits; further: 0% is about no effect
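Tetracycline-induced HEK293 TREx D1 cells, force-coupled to calcium signalling, were dye-loaded with a no-wash calcium kit. Compound was pin-added after a 10 s baseline. Fluorescence was read kinetically at 1 cycle/s for 180 s, with calcium rises flagged as agonism.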
* hit, by the source's call; ? = inconclusive; · = no result given. Unless noted, no stated cut-off is given here; in the data, active means activation above about 30%; inactive means the rest.

nr	SMILES	D2 antagonist	D2 ag	D2 PAM	TRHR PAM	RXFP1 antagonist	TRHR ag	D1 antag	D1 PAM	D1 ag
1	CCc1cc(=O)oc2c(C)c(OCC(=O)NCCCN3CCCC3=O)ccc12	0	0.0	4	0	?	0.2	9	1	5
2	CN1/C(=C\C=C2/C(=O)Oc3ccccc3C2=O)C(C)(C)c2ccccc21	68*	125*	-12	-30	-8	217*	89	20	545*
3	O=C(NCc1ccccc1)c1nn(-c2ccccc2)nc1CO	·	·	-4	0	-29	0.4	-5	-2	2
4	O=C(N/N=C/c1ccc(-c2ccccc2[N+](=O)[O-])o1)c1cncc(Br)c1	-13	0.0	-13	1	11	0.7	-19	-4	1
5	CCCn1nnnc1SCC(=O)NCc1cccs1	14	0.8	9	-1	1	0.3	-2	-5	1
6	Cc1ccccc1CS(=O)(=O)CCC(=O)NCc1ccccn1	0	0.4	5	-2	-13	0.1	16	-7	0
7	CCc1nn2c(=O)cc(COC(=O)c3ccccc3NC(=O)C3CCCCC3)nc2s1	·	-0.5	4	1	9	-1.2	5	1	-1
8	Cn1nc(C(=O)NCc2ccc(F)cc2)c2c1-c1ccccc1SC2	·	-1.2	2	-13	8	-0.4	6	-1	4
9	CCN(CC)c1nc(Nc2ccccc2)nc(Oc2ccc(=O)n(C)n2)n1	-2	0.8	2	-4	-24	-0.5	2	-8	1
10	N/C(=N\NC(=O)c1ccc(Cl)cc1)c1cnccn1	-2	0.2	-6	2	2	0.2	6	-4	0
11	Cc1ccc(CNC(=O)C2CCN(S(=O)(=O)N3CC(C)CC(C)C3)CC2)cc1 (configuration not stated)	5	-0.7	3	-3	4	-0.9	3	3	0
12	C=CCn1c(SCC(=O)O)nnc1-c1cccs1	-8	0.2	4	2	-1	0.2	-5	-5	1
13	CSc1ccc(S(=O)(=O)Nc2c(C)cccc2C)cc1	5	-1.0	-14	-4	15	-0.2	6	-3	3
14	COCc1nnc(NC(=O)c2ccc(S(=O)(=O)N3CCOCC3)cc2)o1	10	0.2	5	-2	-3	-0.6	2	2	4
15	CCCc1cc(=O)oc2c(C)c(OCC(=O)Nc3cccnc3)ccc12	24	-0.6	-4	2	-31	0.5	-19	9	5
16	CCn1c(=O)n(CC(=O)N2CC(C)CC(C)C2)c(=O)c2ccccc21 (configuration not stated)	-3	-0.2	0	-3	9	0.0	-8	-2	2
17	CCOC(=O)c1oc2ccccc2c1NC(=O)C1CCCCC1	4	0.5	5	6	-3	-0.2	-9	10	2
18	COc1ccc(CNC(=O)c2cc3c(-c4ccc(Cl)cc4)nn(C)c3s2)cc1	·	1.2	-15	-4	10	3.6	2	-1	9
19	Cc1cccc(NC(=O)c2c(C)nn(-c3ccccc3)c2Cl)c1	-1	-0.7	-6	-3	-24	0.0	-2	-4	1
20	N#Cc1nc(Cc2cccc3ccccc23)oc1N1CCC(C(N)=O)CC1	·	·	·	-6	0	0.1	-29	1	3
21	COc1cc(/C=N/NC(=O)c2sc3nc(C)cc(C)c3c2N)ccc1O	5	0.1	-11	-4	2	-0.2	-2	-4	0
22	O=C(c1csc(Nc2ccccc2Cl)n1)N1CCCC1	-1	-0.8	10	12	-19	-0.8	-9	7	3
23	O=C(Nc1nc(-c2ccco2)c(-c2ccco2)s1)c1c(F)cccc1Cl	-39	-0.3	-2	-1	-22	0.4	5	-10	0
24	O=C(NC(=S)Nc1cc(C(F)(F)F)ccc1N1CCOCC1)c1ccc(-c2cccc(Cl)c2)o1	1	0.5	-3	1	-5	0.4	12	-6	4
25	Cc1csc(=O)n1CCC(=O)OCC(=O)c1c(N)n(C)c(=O)n(C)c1=O	-1	0.8	5	3	13	-0.4	-2	-5	0
26	CCNC(=O)N1c2ccc(OC)cc2C(C)=CC1(C)C	-2	0.4	6	-5	10	0.1	6	4	0
27	CCOC(=O)C1C(=O)C=C(c2cccc(NS(C)(=O)=O)c2)CC1c1ccco1 (configuration not stated)	19	·	6	20	7	0.2	1	-11	2
28	O=C1C2CCCCC2C(=O)N1c1cccc(OS(=O)(=O)c2ccccc2)c1 (configuration not stated)	·	·	·	6	-3	-2.3	4	-9	10
29	O=C(Nc1nccs1)c1cn2ccccc2n1	8	0.6	7	0	-5	0.9	-14	-4	4
30	O=C(Nc1ccccn1)c1cc(-c2cccc(Cl)c2)nc2ccccc12	-1	0.7	-1	-7	-3	1.0	8	-1	6

Some values from the entries so far:
cpd 25 in D2 antagonist has -1
cpd 30 in D1 ag has 6
cpd 21 in RXFP1 antagonist has 2

D2 antagonist: what is marked active above
No. | Compound | D2 antagonist | D2 PAM | TRHR PAM | RXFP1 antagonist | TRHR ag | D1 antag | D1 PAM | D1 ag
2 | CN1/C(=C\C=C2/C(=O)Oc3ccccc3C2=O)C(C)(C)c2ccccc21 | 68* | -12 | -30 | -8 | 217* | 89 | 20 | 545*

Following part.
nr	SMILES	D2 antagonist	D2 ag	D2 PAM	TRHR PAM	RXFP1 antagonist	TRHR ag	D1 antag	D1 PAM	D1 ag
31	CCC(=O)OCC(=O)Nc1ccc(OC)cc1[N+](=O)[O-]	-15	0.0	12	-4	13	0.1	·	-4	-1
32	COc1ccc(CC(=O)N2CCc3ccccc32)cc1	-13	-2.3	11	10	0	-0.7	-1	-2	4
33	COc1cccc(/C=N/n2cnc3cc(C)c(C)cc32)c1OC	-13	0.0	10	-7	-19	0.0	3	0	2
34	CC/C(=N\NC(=O)c1ccncc1)C12CC3CC(CC(C3)C1)C2	-7	-0.7	-14	-8	-2	-0.2	-4	4	1
35	Cc1cccc(OCC(=O)OCc2cc(=O)n3nc(C4CC4)sc3n2)c1	·	0.8	6	8	·	-0.7	3	-6	8
36	CCN(C(=O)CSc1nnc(NCc2ccccc2)s1)C1CCS(=O)(=O)C1 (configuration not stated)	4	0.6	·	0	0	0.4	-11	0	1
37	O=C1CCCN1CCCn1cnc2c([nH]c3ccc(F)cc32)c1=O	-7	0.9	-8	3	5	-0.3	3	4	-1
38	CNC(=O)c1sccc1Oc1ccc(F)cc1[N+](=O)[O-]	-9	0.9	-1	-4	-12	0.0	-6	-2	10
39	Cc1ccc(Cl)cc1Nc1nn2c(=O)c3ccc(C(=O)N4CCCC(C)C4)cc3nc2s1 (configuration not stated)	·	-0.1	-3	-7	-5	0.1	-11	-1	0
40	COc1ccc(-c2nc3n(c2C)Cc2ccccc2-3)cc1	-6	1.0	4	-5	-14	0.9	-4	-6	2
41	Cc1cnnn1-c1cccc([N+](=O)[O-])c1	2	0.0	0	0	-2	0.2	6	6	2
42	COc1ccc(CC(=O)OCC(=O)NC(=O)NC23CC4CC(CC(C4)C2)C3)cc1	2	0.3	-6	-4	6	-0.2	5	-3	4
43	O=C(O)c1ccc(F)c(S(=O)(=O)Nc2ccccc2Cl)c1	-9	-0.3	-7	-4	7	-0.1	-19	-2	4
44	COc1ccc(COC(=O)N/N=C(\C)CC(=O)Nc2ccc(Cl)cc2)cc1	0	-0.2	8	13	-10	-0.1	12	-5	2
45	Cc1ccc(-c2nnc3ccc(SCC(=O)N4CCCc5ccccc54)nn23)cc1	9	-0.1	4	-2	7	0.2	-8	-4	0
46	CC(C)CC(=O)NNC(=O)C(C)C	·	·	·	0	-3	-0.2	-5	-2	0
47	CC(=O)C(=Nc1ccccc1Cl)NNc1ccc(Cl)cc1	1	0.5	34*	14	-15	-0.7	5	8	2
48	CCCOc1ccc(S(=O)(=O)N2CCOCC2)cc1[N+](=O)[O-]	-6	-0.4	·	0	5	-0.8	7	-3	-1
49	O=C(CCn1nc(-c2ccccc2)c2ccccc2c1=O)NN1CCOCC1	-4	-0.5	11	8	-3	0.0	·	-4	-1
50	Cc1nc(Nc2nc3ccccc3o2)nc(C)c1C(=O)Nc1ccc(F)cc1	-15	0.5	5	6	9	-1.8	5	-3	0
51	COc1ccc(N2CCN(C(=O)c3oc4c(c3C)C(=O)CCC4)CC2)cc1	-26	-0.5	2	-1	-10	0.3	-10	-2	1
52	O=C(O)COc1ccccc1/C=N/NC(=O)Cc1csc(Nc2cccc(C(F)(F)F)c2)n1	0	1.1	-2	36*	-14	0.6	-10	-6	1
53	COC(=O)c1ccc(OCC(O)CN2CCOCC2)cc1 (configuration not stated)	-4	0.4	-11	0	9	0.4	2	-1	7
54	O=C(CS(=O)(=O)c1cn(Cc2ccc(Cl)cc2)c2ccccc12)N1CCOCC1	-2	0.9	8	-2	12	-0.4	2	0	3
55	N#C/C(=C/c1cccn1-c1cccc(C(=O)O)c1)c1ccc(Cl)cc1	-16	0.2	7	-1	-14	-0.5	-4	8	0

2 records drawn at random from the list so far:
nr	SMILES	D2 antagonist	D2 ag	D2 PAM	TRHR PAM	RXFP1 antagonist	TRHR ag	D1 antag	D1 PAM	D1 ag
51	COc1ccc(N2CCN(C(=O)c3oc4c(c3C)C(=O)CCC4)CC2)cc1	-26	-0.5	2	-1	-10	0.3	-10	-2	1
54	O=C(CS(=O)(=O)c1cn(Cc2ccc(Cl)cc2)c2ccccc12)N1CCOCC1	-2	0.9	8	-2	12	-0.4	2	0	3
